MIN6 prolif = inducers of MIN6 beta-cell proliferation, primary screen, ATP luminescence, uHTS. AID 2380, 2010. MIN6 cells proliferation, ATPlite luminescence, 48 h; cells starved in 0.2% serum; 100% = growth in 10% serum. proliferation, % at 10 µM. actives 0.29% (n = 330,000);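 active = compounds whose signal lies at least 3.5 SD above the mean of all wells on their plate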;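 note: 0% = DMSO-treated cells in low-serum medium and 100% = 10% serum control; some compounds called inactive have numbers as strong as hits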
PfG6PD inh = PfG6PD enzyme inhibitors, primary screen, biochemical, fluorescence intensity, uHTS | glucose-6-phosphate dehydrogenase-6-phosphogluconolactonase (Plasmodium falciparum 3D7) | PfGluPho enzyme, NADPH resazurin-diaphorase fluorescence | inhibition, % at 20 µM | actives 0.78% (n = 350,000) | AID 504690, 2011;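 active = inhibition reaching at least a set limit at 20 µM in the primary screen, cut at about 59% in these data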;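 note: 0% = DMSO wells with substrate and 100% = DMSO wells lacking glucose-6-phosphate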
SENP1 FRET inh = human SENP1 catalytic domain inhibitors, primary screen, biochemical, FRET, uHTS; Sentrin-specific protease 1 (Homo sapiens), Q9P0U3; recombinant SENP1 catalytic domain, CyPet-SUMO1-YPet FRET cleavage; inhibition, % at 10 µM; actives 0.21% (n = 360,000);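 active = inhibition at least 30% at 10 µM, raw YFP signal under a set limit, fluorescence ratio 0.5 to 1.5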;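 note: 0% = enzyme with DMSO and 100% = no enzyme wells; some results filed as inactive read as strong as hits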
Target sequence (Q9P0U3 419-644 limits assumed): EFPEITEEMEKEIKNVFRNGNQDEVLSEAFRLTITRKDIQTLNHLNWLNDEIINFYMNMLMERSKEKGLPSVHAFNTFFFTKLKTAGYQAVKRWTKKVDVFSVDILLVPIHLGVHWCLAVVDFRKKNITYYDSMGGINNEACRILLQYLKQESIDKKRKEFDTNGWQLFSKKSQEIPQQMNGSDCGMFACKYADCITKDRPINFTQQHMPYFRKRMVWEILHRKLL
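Test system: human SENP1 catalytic domain; medium: Tris pH 8 buffer plus EDTA, NaCl, BME, BSA, NP40, catalase; incubation: 50 min reaction at room temperature; technique: FRET, CFP and YFP emission; controls: no-enzyme low control and enzyme-plus-DMSO high control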
UBC13 polyUb = UBC13 polyubiquitin chain formation inhibitors, primary screen, biochemical, TR-FRET, uHTS | Ubiquitin-conjugating enzyme E2 N (Homo sapiens), P61088 | inhibition, % at 20 µM | actives 0.47% (n = 330,000) | AID 485273, 2010; in the data active = inhibition above about 45%, passing the limit was not always enough
SENP7 inh = SENP7 protease inhibitors, primary screen, biochemical, luminescence, uHTS. Sentrin-specific protease 7 (Homo sapiens), Q9BQF6. recombinant SENP7, Z-RLRGG-aminoluciferin luminescence, 40 min. inhibition, % at 5 µM. actives 1.5% (n = 330,000);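 active = inhibition above about 50% at the single test dose, limit read from the data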;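 note: plate controls were DMSO with enzyme for no effect and no enzyme buffer wells for full effect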
Target sequence (Q9BQF6 706-1050 limits assumed): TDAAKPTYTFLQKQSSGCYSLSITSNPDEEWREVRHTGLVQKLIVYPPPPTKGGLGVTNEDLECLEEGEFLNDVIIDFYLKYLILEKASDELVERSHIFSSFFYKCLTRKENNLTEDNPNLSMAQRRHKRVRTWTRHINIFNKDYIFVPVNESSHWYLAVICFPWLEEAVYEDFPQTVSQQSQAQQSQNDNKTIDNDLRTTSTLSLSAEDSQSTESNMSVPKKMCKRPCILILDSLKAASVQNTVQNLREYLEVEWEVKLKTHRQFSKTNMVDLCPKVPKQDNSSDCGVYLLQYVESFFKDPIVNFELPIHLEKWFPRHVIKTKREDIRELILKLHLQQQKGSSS
SENP8 block-1 = human SENP8 protease inhibitors, primary screen, biochemical, fluorescence, Nedd8 protein substrate, uHTS; Sentrin-specific protease 8 (Homo sapiens), Q96LD8; recombinant SENP8; inhibition, % at 20 µM; actives 0.64% (n = 360,000); AID 602440, 2012; in the data active = inhibition mostly above about 40%, no sharp cut-off; inactive = mostly below about 27%
SENP8 block-2 = SENP8 protease inhibitors, primary screen, biochemical, luminescence; purified SENP8, Z-RLRGG-aminoluciferin cleavage; inhibition, % at 10 µM; actives 1.2% (n = 330,000); AID 2540, 2010; in the data active = inhibition above about 50%
HKDC1 inhibitor = HKDC1 hexokinase inhibitors, primary screen, biochemical, fluorescence, uHTS | Q2TB90 | recombinant HKDC1, G6PDH/diaphorase resazurin coupled fluorescence | inhibition, % at 20 µM | actives 0.16% (n = 340,000);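 active = inhibition above about 35% when tested at 20 µM, limit read from the data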;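 note: plate controls were DMSO wells with enzyme for no effect and DMSO wells lacking enzyme for full effect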
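Test system: recombinant HKDC1 (HK5) hexokinase enzyme, produced in-house; Amount: enzyme 5 µg/mL final; Buffer or medium: Tris pH 8.0 buffer with MgCl2, Tween-20, BSA, BME; Reagent: glucose and ATP substrates; Doses: 20 µM test compound, 1% DMSO; Incubation: 90 min reaction incubation at room temperature, dark; Detection: resorufin fluorescence at 613 nm.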
SENP6 block = SENP6 protease inhibitors, primary screen, biochemical, luminescence, uHTS; Sentrin-specific protease 6 (Homo sapiens), Q9GZR1; Recombinant SENP6 catalytic domain, aminoluciferin luminescence; inhibition, % at 10 µM; actives 1.8% (n = 330,000); AID 2599, 2010;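 active = inhibition above about 50% at the single tested dose, limit read from the data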;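 note: plate controls were DMSO wells with enzyme for no effect and DMSO wells lacking enzyme for full effect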
Target sequence (Q9GZR1 628-1112 limits assumed): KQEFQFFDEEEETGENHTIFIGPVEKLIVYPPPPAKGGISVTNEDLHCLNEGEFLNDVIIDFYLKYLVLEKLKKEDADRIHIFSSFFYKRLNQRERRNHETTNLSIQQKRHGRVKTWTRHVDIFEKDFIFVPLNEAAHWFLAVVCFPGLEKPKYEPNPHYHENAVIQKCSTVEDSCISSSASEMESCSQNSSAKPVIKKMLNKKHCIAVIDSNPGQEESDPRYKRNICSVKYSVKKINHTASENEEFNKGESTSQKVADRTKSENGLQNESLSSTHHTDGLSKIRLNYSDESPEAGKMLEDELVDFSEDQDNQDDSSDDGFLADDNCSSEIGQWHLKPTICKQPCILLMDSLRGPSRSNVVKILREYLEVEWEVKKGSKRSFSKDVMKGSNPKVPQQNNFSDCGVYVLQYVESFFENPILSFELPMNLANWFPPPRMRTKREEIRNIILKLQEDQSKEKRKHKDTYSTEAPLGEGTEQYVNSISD
* = called active by the depositor; · = no result given.

Every second line gives: MIN6 prolif	PfG6PD inh	SENP1 FRET inh	UBC13 polyUb	SENP7 inh	SENP8 block-1	SENP8 block-2	HKDC1 inhibitor	SENP6 block
> CC(=O)C[C@H](O)CC(=O)[C@H]1OC(=O)[C@@H](C)CCCCc2ccccc21
    -1	12	1	14	6	3	-1	-4	5
> Cc1c(/C=C2\SC(=Nc3cccc(C(=O)O)c3)NC2=O)c2ccccc2n1C
    -3	-14	-46	-25	5	-14	-11	5	-1
> CCO[C@H]1OC(C(=O)N2CCN(Cc3ccc4c(c3)OCO4)CC2)=C[C@@H](c2ccc3c(c2)OCO3)[C@@H]1CCCO
    -1	1	2	8	-8	16	3	5	2
> COCCCNc1nc(N)c([N+](=O)[O-])c(NCc2ccccc2)n1
    0	18	-1	6	6	24	2	3	15
> O=C(COC(=O)CSc1cccc2cccc(Cl)c12)Nc1ncc(C(F)(F)F)cc1Cl
    -2	2	-3	-9	-2	-11	-1	11	-2
> Cn1ncc(Br)c1C(=O)Nc1cccc(C(F)(F)F)c1
    -1	-4	2	4	7	21	0	6	-35
> CCCc1nnc(NC(=O)c2oc3ccccc3c2COCC)s1
    -1	23	0	-5	-1	-34	-1	-2	-7
> CC(=O)c1ccc(S(=O)(=O)N(C)CC(=O)Nc2cc(C)on2)cc1
    -1	-5	0	-1	-9	2	5	0	6
> CCN(CC)c1cc(C)c2ccccc2n1
    -2	-12	-1	-12	-4	-308	-4	-11	-8
> NC(=O)C1CCCN(C(=O)CCc2nnc(C3(c4ccc(Cl)cc4)CCC3)o2)C1 (stereo not drawn)
    3	3	0	1	5	9	-2	-4	-18
> CCc1cc(C(=O)Nc2cc(Cl)ccc2N2CCN(C)CC2)sc1C
    -5	17	0	11	-1	-15	-1	3	-11
> CC(NC(=O)c1ccccc1Cl)C1CC2CCC1C2 (stereo not drawn)
    -3	-14	4	-7	1	6	-10	-3	-17
> CCN(CC)C(=O)C(C(=O)c1cccc([N+](=O)[O-])c1)n1cc(Cl)ccc1=O (stereo not drawn)
    -3	-1	4	0	0	4	8	-10	-1
> CCC(C)NC(=O)C1CCCN(S(=O)(=O)c2ccc3c(c2)CC(C)N3C(C)=O)C1 (stereo not drawn)
    -2	0	-2	4	9	8	-10	-1	-8
> COc1ccccc1-n1nnnc1SCC(=O)NCC1CCCO1 (stereo not drawn)
    -3	-19	1	3	-7	9	16	4	-5
> COc1ccc(C(=O)NCC(=O)OCC(=O)NCCC2=CCCCC2)cc1
    -3	-15	-3	1	-5	21	-6	8	0
> COc1cccc(-n2c(Cc3cc(=O)[nH]c(=O)[nH]3)nnc2SCc2cccc(C(F)(F)F)c2)c1
    -3	8	1	3	5	14	2	-4	-5
> O=C(CNC(=O)c1cccc(F)c1)N/N=C/c1ccc(O)c([N+](=O)[O-])c1
    0	-6	1	-42	8	27	-2	10	3
> COC(=O)c1ccc(NC(=O)COc2ccc(S(=O)(=O)NC(C)(C)C)cc2)cc1
    0	17	-2	-6	1	5	0	-14	-4
> COc1cccc(CN(C)C(=O)c2[nH]c(C)c(C(C)=O)c2C)c1OC
    -6	-2	0	-10	-3	6	-2	-5	-2
> O[C@H]1COC2C1OC[C@@H]2O (stereo partly drawn)
    -2	-2	0	-10	-6	6	-3	-6	-4
> Cc1cc(C)n(C(=O)CNC(=O)c2ccco2)n1
    -2	2	-1	-6	-6	9	-2	-6	2
> CC(=O)c1ccc(-c2ccc([C@H]3[C@H]4C=CC[C@@H](C)[C@@H]4C(=O)N3Cc3ccccc3)c(F)c2)cc1
    -8	33	-2	-4	-1	-48	2	4	-25
> O=c1oc2cc(OCc3ccc(C(F)(F)F)cc3)ccc2cc1-c1ccccn1
    -1	-13	-76	14	7	-495	6	-4	-7
> Cc1cccc(N2CCN(S(=O)(=O)c3c(C)[nH]c(=O)[nH]c3=O)CC2)c1C
    -2	-30	1	-2	1	16	-7	8	-33
> Cn1ccnc1C(=O)c1ccc(NN)c([N+](=O)[O-])c1
    -2	3	2	-52	0	16	-12	-5	-5
> Cc1nn(CC(=O)N2CCN(c3ccc(Cl)cc3)CC2)c(=O)c2cccn12
    -5	-13	1	0	-8	11	-14	-5	-12
> CCOc1ccccc1N(C)C(=O)Cn1ncc2c([nH]c3ccccc32)c1=O
    0	-7	-1	-6	6	8	-1	-11	-7
> OCCCn1c(C2CCCN2c2nc(-c3ccc(F)cc3)cs2)nc2cc(Cl)c(N3CCCCC3)cc21 (stereo not drawn)
    -8	1	-9	-19	-1	-34	2	0	0
> O=C(Oc1cc(=O)oc2c1c(=O)n1c3c(cccc23)CC1)c1ccc(F)cc1
    3	-13	-3	6	-9	-37	-4	4	-15
> O=C(COc1ccc(F)cc1)N1CCCCCCC1
    1	3	-1	6	-1	21	1	-5	-5
> O=C(N/N=C/c1cccnc1)c1cc(C2CC2)nc2ccccc12
    -1	6	0	2	3	-12	3	-5	3
> O=C(CCCCn1ccc(=O)[nH]c1=O)Nc1ccc(O)c(C(=O)O)c1
    ·	4	2	·	·	-275	·	-2	·
> C=CCn1c(SCC(=O)Nc2c(C)cccc2C)nnc1-c1cnccn1
    -1	-4	1	2	-5	12	7	-5	-3
> O=C(Nc1ccc(N2CCOCC2)cc1)c1c(F)cccc1Cl
    3	8	0	1	-1	4	-2	-5	-6
> CCCNC(=O)COC(=O)c1ccc(S(=O)(=O)N2CCCCCC2)cc1
    0	-1	-1	-4	-1	14	-3	1	-9
> CC(C)(C)C(=O)N(Cc1ccccc1)c1ccccn1
    -1	-4	2	14	6	14	-1	-2	4
> Cc1cc(C(=O)CSc2n[nH]c(-c3ccccc3F)n2)c(C)n1Cc1cccs1
    -3	5	-1	1	2	1	-6	17	-6
> Cc1ccc(CN2CCN(Cc3cnc(C)s3)CC2CCO)o1 (stereo not drawn)
    -2	6	-4	4	1	-5	-3	0	-20
> O=C(COc1ccc(/C=N/NC(=O)c2cccnc2)cc1)Nc1ccccc1
    7	0	-41	-4	-1	-4	5	-1	-3
> CCOC(=O)N1CCC(=NNc2ccc(S(=O)(=O)N3CCOCC3)cc2[N+](=O)[O-])CC1
    -1	-1	1	-46	-4	27	-4	-4	-13
> C[C@@H](C(=O)NCc1ccc(S(C)(=O)=O)cc1)[C@@H]1C[C@@]1(C)[C@@H](NC(=O)OCc1ccccc1)c1ccccc1
    -3	3	0	9	-4	-7	5	-2	13
> COc1cc(C(=O)NC(c2ccccc2)c2ccccc2)cc(OC)c1OC
    -1	-6	-1	3	-9	9	-4	-4	-2
> CC[n+]1c(/C=C2/C=C(C)CC(C)C2)sc2ccccc21 (stereo not drawn)
    -6	46	-10	-6	-8	-17	-9	-2	-9
> CC(=O)c1cccc(NC(=O)CC2S/C(=N/N=C/c3cccs3)NC2=O)c1 (stereo not drawn)
    -3	-13	1	-13	-8	18	2	-1	8
> Cc1cc2c(cc3c(=O)n(CC(=O)NCCCN4CC(C)CC(C)C4)ncn32)s1 (stereo not drawn)
    3	3	2	2	4	8	-5	-2	5
> COc1ccc(OCC(O)CN2C(=O)NC(C)(C)C2=O)cc1 (stereo not drawn)
    -1	-24	0	0	-7	16	-10	3	-14
> Cc1cc(C(=O)CN2C(=O)NC3(CCCCC3)C2=O)c(C)n1Cc1ccc2c(c1)OCO2
    -2	2	0	2	-3	18	-1	2	-6
> COC(=O)C(Cc1c[nH]c2ccccc12)NC(C)=O (stereo not drawn)
    -2	-2	0	3	-8	13	5	0	-8
> O=C(COC(=O)/C=C/c1ccccc1)NC(=O)NCc1ccccc1
    -1	-8	2	12	4	2	-5	-3	-3
> CC(CC(=O)N1CCN(c2cccc(Cl)c2)CC1)S(=O)(=O)c1ccc2c(c1)NC(=O)CO2 (stereo not drawn)
    -4	-8	1	0	3	5	8	4	-3
> Cc1ccnc(Nc2nc(-c3c(C)nc4sccn34)cs2)c1
    -4	45	-2	-7	12	0	-5	-6	-7
> CCOC(=O)N1CCN(C2CCCN(C(=O)c3cccc(Cl)c3)C2)CC1 (stereo not drawn)
    0	3	0	-4	3	-1	5	-5	-11
> CCCCN1C(=O)C(=O)N(CC(=O)Nc2cccc(C(C)=O)c2)C1=O
    1	-1	0	-8	6	20	5	-2	-15
> Cc1ccc(OCC(=O)Nc2ccc(N3CCCC3)cc2)cc1C
    -3	13	-2	9	9	-2	-2	-1	-43
> Cn1c(N)c(C(=O)CSc2nc3ccccc3c(=O)n2Cc2ccccc2)c(=O)n(C)c1=O
    2	14	-1	13	0	13	8	6	0
> O=C(CSc1nc2ccccc2s1)Nc1nccs1
    2	0	1	4	11	26	2	-3	5
> O=C(c1ccncc1)N1N=C(C2CC2)CC1(O)C(F)(F)F (stereo not drawn)
    -2	-8	0	6	-3	16	3	7	-2
> Cc1cc2c(cc1C)C(c1cccc(F)c1)CC(=O)N2 (stereo not drawn)
    -3	0	1	-1	9	20	-9	3	5
> c1ccc(-c2cc3c(N4CCCCC4)ncnc3s2)cc1
    1	-16	0	6	3	-389	-4	-2	-6

(further entries)
Every second line gives: MIN6 prolif	PfG6PD inh	SENP1 FRET inh	UBC13 polyUb	SENP7 inh	SENP8 block-1	SENP8 block-2	HKDC1 inhibitor	SENP6 block
> Nc1ncnc2c1ncn2[C@@H]1O[C@H](CNCc2cn(CC(=O)NC3CC3)c3ccccc23)[C@@H](O)[C@H]1O
    -4	15	0	-7	-3	-3	6	-12	5
> COc1cc([N+](=O)[O-])ccc1-c1ccc(C(=O)Nc2ccc(NC(C)=O)cc2)o1
    ·	24	6	·	·	13	·	-7	·
> CCc1ccccc1NC(=O)NNC(=O)CCc1ccc(OC)cc1
    1	-1	1	0	0	-9	8	-4	1
> COC(=O)CN(c1nc(C)c(Br)c(OC)n1)S(=O)(=O)c1ccccc1
    -2	-5	1	2	0	24	12	1	1
> Cc1cccc(C)c1NC(=O)c1c[nH]c2ccccc12
    -1	6	2	2	-4	14	-3	-1	13
> COc1ccccc1/C=N/NS(=O)(=O)c1ccccc1
    -2	-6	0	-6	0	5	-5	-2	-20
> Cc1cc(C(=O)OC(C)C(=O)N2CCc3ccccc32)ccc1[N+](=O)[O-] (stereo not drawn)
    -3	1	3	2	2	35	1	4	-12
> O=C(CC1C(=O)NCCN1C(=O)c1ccccc1)Nc1cc(Cl)ccc1Cl (stereo not drawn)
    0	-9	2	0	-3	6	-1	-5	-3

Bioassay records: PubChem BioAssay, Sanford-Burnham Center for Chemical Genomics
